FUS yeast rescue: qHTS for Suppressors of FUS Proteinopathy: Primary screen using FUS-linked yeast assay; Potency, µM (titrated, usually from 76.6 µM), inactives show at the highest dose growth rescue (activation), actives largely listed as activators; 390,000 tested, 0.24% active; AID 1347120, 2019; S. cerevisiae FUS-expressing, growth rescue, OD600, 24 h;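 note: potency is the fitted concentration of half-maximal effect; plate controls were DMSO vehicle for no effect and reference control for full effect; nearly all actives have a fitted effect of over 55% in size; some results filed as inactive show a strong effect at the top dose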
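Galactose (2%) drives FUS expression in yeast precultured in raffinose; seeding density OD 0.005. Test compounds incubated 24hr at 30C and 99% humidity before absorbance at 600 nm was measured.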
EPAC1 ag: qHTS for Agonist of cAMP-regulated guanine nucleotide exchange factor 3 (EPAC1): primary screen; EPAC1 agonist qHTS, biochemical assay; response scale: 100% = response to 6.5 mM cAMP; Potency, µM (series often up to 154 µM), inactives show at the top dose activation, actives largely listed as activators; 360,000 tested, 0.073% active; AID 720707, 2013; note: potency is the fitted concentration of half-maximal effect; nearly all actives have a fitted effect of over 60% in size
Target sequence (O95398 whole entry, looked up): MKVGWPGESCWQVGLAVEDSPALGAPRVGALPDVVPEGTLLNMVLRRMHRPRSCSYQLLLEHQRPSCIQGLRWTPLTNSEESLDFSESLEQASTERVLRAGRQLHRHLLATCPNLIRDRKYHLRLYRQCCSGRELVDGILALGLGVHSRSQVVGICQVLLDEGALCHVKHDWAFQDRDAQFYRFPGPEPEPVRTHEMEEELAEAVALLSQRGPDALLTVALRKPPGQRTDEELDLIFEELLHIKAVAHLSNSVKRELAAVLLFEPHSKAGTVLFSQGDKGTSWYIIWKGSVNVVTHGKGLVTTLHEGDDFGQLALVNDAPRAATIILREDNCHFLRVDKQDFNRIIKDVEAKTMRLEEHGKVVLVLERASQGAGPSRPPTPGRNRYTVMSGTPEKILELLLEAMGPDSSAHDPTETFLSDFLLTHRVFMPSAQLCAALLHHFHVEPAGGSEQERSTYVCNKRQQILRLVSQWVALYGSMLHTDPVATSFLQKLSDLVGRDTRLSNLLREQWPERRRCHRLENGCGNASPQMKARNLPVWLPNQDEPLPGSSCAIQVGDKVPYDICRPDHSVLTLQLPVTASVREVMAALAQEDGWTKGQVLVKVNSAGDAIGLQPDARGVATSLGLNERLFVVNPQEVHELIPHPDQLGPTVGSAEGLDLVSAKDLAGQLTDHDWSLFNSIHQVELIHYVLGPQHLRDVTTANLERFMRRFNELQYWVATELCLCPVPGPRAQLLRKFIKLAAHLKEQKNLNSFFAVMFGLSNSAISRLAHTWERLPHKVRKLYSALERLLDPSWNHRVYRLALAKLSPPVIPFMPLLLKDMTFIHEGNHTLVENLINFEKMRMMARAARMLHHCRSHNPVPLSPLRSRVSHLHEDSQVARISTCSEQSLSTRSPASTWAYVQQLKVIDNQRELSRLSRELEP
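Nucleotide exchange assay: 100 nM EPAC1 with 250 nM Rap1B loaded with BODIPY-GDP and 50 uM GDP, room temperature. Fluorescence (480/540 nm) read every 5 min for 30 min; signal change normalized to 6.5 mM cAMP as full agonist.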
WRN inhibitor: qHTS for Inhibitors of WRN Helicase; Bifunctional 3'-5' exonuclease/ATP-dependent helicase WRN (Homo sapiens), Q14191; WRN helicase unwinding, fluorescent forked duplex, kinetic; Potency, µM (titrated, usually from 114 µM), for inactives: at the top dose activity change, negative = inhibition, most hits filed as inhibitors; 360,000 tested, 0.46% active; AID 651768, 2012; note: potency is the fitted concentration of half-maximal effect; % is set by controls: 0 for no effect and ±100 for the full control effect; nearly all actives have a fitted effect of over 55% in size
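WRN at 20 nM final preincubated with compound 15 min at room temperature; reaction started with 100 nM fluorophore/quencher forked duplex oligonucleotide and 2 mM ATP final. Unwinding followed kinetically by red fluorescence (ex 525, em 598 nm).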
EPAC1 antag: qHTS for Antagonist of cAMP-regulated guanine nucleotide exchange factor 3 (EPAC1): primary screen | Rap guanine nucleotide exchange factor 3 (Homo sapiens), O95398 | EPAC1 GEF assay, Rap1b-BODIPY-GDP exchange fluorescence | Potency, µM (series often up to 115 µM), inactives show at the top dose activity change, negative = inhibition, usual class: inhibitors | 360,000 tested, 0.14% active | AID 720709, 2013;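 note: potency is the fitted concentration of half-maximal effect; plate controls were vehicle for no effect and positive control for full effect; nearly all actives have a fitted effect of over 50% in size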
PLK1 PBD inh: qHTS for Inhibitors of PLK1-PDB (polo-like kinase 1 - polo-box domain): Primary Screen; Serine/threonine-protein kinase PLK1 (Homo sapiens), P53350; Plk1 PBD binding of FITC phosphopeptide, fluorescence polarization; Potency, µM, without a hit: max response, negative = inhibition, hits mostly inhibitors; 360,000 tested, 2.8% active; AID 720504, 2013; note: potency is the fitted concentration of half-maximal effect; series mostly up to about 57 µM; % is set by controls: 0 for no effect and ±100 for the full control effect; nearly all actives have a fitted effect of over 65% in size
Abeta rescue: qHTS for compounds that reverse cellular toxicity of Amyloid beta (A-beta) peptide in yeast: Primary Screen. yeast expressing A-beta42, growth rescue, OD600, 48 h; response scale: 0% DMSO, 100% iron-clioquinol control. AID 1347071, 2019. Potency, µM (titrated, usually from 46.1 µM), for the others: at the top dose growth rescue, hits mostly activators. 410,000 tested, 0.063% active; note: potency is the fitted concentration of half-maximal effect; nearly all actives have a fitted effect of over 55% in size
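Yeast growth medium received pinned compounds, then yeast cells expressing toxic A-beta were added; plates incubated at 30 C for 48 hr. Growth read as absorbance at 600 nm, normalized to DMSO and equimolar FeCl3 plus clioquinol controls.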
PI5P4Ka inh: qHTS for Inhibitors of phosphatidylinositol 5-phosphate 4-kinase (PI5P4K); Phosphatidylinositol 5-phosphate 4-kinase type-2 alpha (Homo sapiens), P48426; PI5P4Kalpha enzyme, ADP-Glo luminescence, 60 min; hits give low values; max response, %; 330,000 tested, 1.2% active; AID 652105, 2013; active = max response of -50% or lower; inconclusive = between -30% and -50%; inactive = -30% or higher; note: value at the top dose of about 77 µM; % is set by controls: 0 for no effect and ±100 for the full control effect
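Single end-point luminescence (ADP-Glo) quantified ADP from PI5P4Kalpha turnover; ATP 5 microM final, 1 h at RT, 0.1% CHAPS and 0.28 mM EGTA in HEPES pH 7.4.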
aSyn yeast inh: qHTS of alpha-syn Inhibitors; AID 652106, 2013; Yeast expressing alpha-synuclein, growth rescue, BacTiter-Glo, 24 h; 370,000 tested, 0.14% active; Potency, µM (titrated, usually from 46.1 µM), for inactives: at the top dose growth rescue (activation), hits mostly activators; note: potency is the fitted concentration of half-maximal effect; % of control where 0% means no effect; nearly all actives have a fitted effect of over 65% in size
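Screening used galactose-induced yeast with toxic alpha-synuclein levels, exposed to compound for 24 hr at 30 deg C. Cell growth, read with BacTiter-Glo luminescence, gave the measured signal.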
IL2 activator: qHTS of IL-2 Activators | activation, % (series mostly up to about 46 µM) | 360,000 tested, 0.065% active | IL-2 activation reporter assay, cell-based qHTS; stimulated with anti-CD3/CD4/CD28 beads; in transgenic mouse T cells; in the data active = activation above about 50%; inconclusive = mostly about 30% to 49%; note: 0% is about no effect
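Unstimulated transgenic mouse T cells, 750 per well, received compound and, after 60 minutes, anti-CD3/anti-CD4 bead plus anti-CD28 stimulation. EGFP and DsRed were quantified after 18 hours.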
Numbers without * were called inactive; ? = inconclusive; . = no result given; & = joins results of further samples; [ ] = remark or other dose. Unless noted, calls come from the whole dose curve; as a rule, active = well fitted curve in the direction sought with a large enough effect; inconclusive = small, poorly fitted or top-dose-only effect, or another doubt; inactive = no such curve, though single readings can be large; an effect the other way counts as inactive or inconclusive. Rows are unselected; any-hit rate near 4.1%.

The opening 2 records (preview)
SMILES	FUS yeast rescue	EPAC1 ag	WRN inhibitor	EPAC1 antag	PLK1 PBD inh	Abeta rescue	PI5P4Ka inh	aSyn yeast inh	IL2 activator
Cc1ccc(N(CC(=O)N2CCN(c3ccc(F)cc3)CC2)S(=O)(=O)c2c(C)noc2C)cc1	8%&39%	5%	-9%	-2%	-6%	?	5	1%	-1.2
O=C(c1cccc(S(=O)(=O)N2CCOCC2)c1)N1CCN(c2ccc(F)cc2)CC1	6%	-4%	-11%	4%	-5%	-2%	.	-5%	0.9

This part in full, repeating the preview:
SMILES	FUS yeast rescue	EPAC1 ag	WRN inhibitor	EPAC1 antag	PLK1 PBD inh	Abeta rescue	PI5P4Ka inh	aSyn yeast inh	IL2 activator
Cc1ccc(N(CC(=O)N2CCN(c3ccc(F)cc3)CC2)S(=O)(=O)c2c(C)noc2C)cc1	8%&39%	5%	-9%	-2%	-6%	?	5	1%	-1.2
O=C(c1cccc(S(=O)(=O)N2CCOCC2)c1)N1CCN(c2ccc(F)cc2)CC1	6%	-4%	-11%	4%	-5%	-2%	.	-5%	0.9
CCCn1nnnc1SCC(=O)N1CCCc2ccccc21	9%	4%	1%	-1%	-11%	22%	-1	-8%	-1.7
CCCCOc1ccc(N(CC(=O)NCC2CCCO2)C(=O)CCC(=O)Nc2nccs2)cc1 (stereo not drawn)	20%	-4%	-2%	5%	-4%	-8%	-2	3%	2.9
CCOC(=O)C1(Cc2ccccc2)CCCCCC1=O (stereo not drawn)	.	-4%	2%	1%	-9%	1%	14	12%	-5.3
COC(=O)c1[nH]c2ccc(Br)cc2c1NC(=O)CN1CCCc2ccccc21	?	-5%	0%	0%	-12%	3%	0	0%	-1.9
COc1ccc(CCN(C)C(=O)c2ccc3c(=O)n4c(nc3c2)CCCCC4)cc1OC	1%	19%	4%	-13%	-9%	3%	3	-1%	3.1
CC(C)(C)NCc1cc(Cl)ccc1OCc1ccccc1F	-6%	4%	1%	15%	-8%	4%	8	1%	2.8
O=C(NC12CC3CC(CC(C3)C1)C2)N1CCN(c2ccccc2)CC1	23%	-16%	12%	-24%	-17%	-5%	4	20%	-0.9
COc1cc(OC)nc(NC2OC(=O)c3ccccc32)n1 (stereo not drawn)	9%	1%	-11%	-3%	-8%	-4%	.	0%	-2.0
O=C(O)CCCNC1=NCCC1	7%	-1%	1%	30%	-5%	5%	-1	0%	1.6
Cc1ccc(C2=NN(C(=O)CCC(=O)O)C(c3cn(-c4ccccc4)nc3-c3ccc(C)cc3)C2)cc1 (stereo not drawn)	9%	6%	?	-4%	?	9%	6	1%	0.4
O=C(COc1ccc([N+](=O)[O-])cc1Cl)N1CCOCC1	-38%	-3%	5%	-9%	2%	-2%	-1	3%	1.7
COC(=O)CN1C(=O)C(O)(CC(=O)c2ccc(C)cc2)c2cc(Br)ccc21 (stereo not drawn)	2%	-3%	-5%	-1%	-5%	7%	8	0%	-0.9
Cc1c(OCC(=O)NCCCN2CCOCC2)ccc2c3c(c(=O)oc12)CCCC3	-13%	-6%	3%	3%	-11%	1%	2	-5%	-3.5
Cc1ccccc1NC(=O)Cc1nnc(NC(=O)Nc2ccccc2F)s1	5%	0%	-14%	4%	-7%	?	6	-3%	1.5
CC(NC(=O)c1cc2sccc2n1C)c1ccc2c(c1)OCCO2 (stereo not drawn)	.	10%	-7%	6%	2%	0%	-1	-15%	0.4
O=Cc1cnc(N2CCN(Cc3ccccc3)CC2)s1	-2%	-8%	4%	13%	2%	3%	-1	-6%	-0.9
Cc1cc2cc(C#N)c(SCC(=O)Nc3nonc3C)nc2cc1C	14%	-1%	-26%	?	-2%	-9%	0	3%	3.5
COC(=O)c1ccccc1NC(=O)Cn1c(=O)n(Cc2ccccc2)c(=O)c2c(C)c(C)sc21	19%	1%	-3%	-9%	-1%	-13%	2	-4%	-4.9
COc1ccc(C(=O)N(NC(=O)Oc2ccccc2)C(C)(C)C)cc1	14%	2%	-3%	?	-3%	9%	5	6%	-1.1
COc1ccc(CCNCC(O)COc2cccc(Br)c2)cc1 (stereo not drawn)	7%	5%	-1%	-2%	-4%	-11%	6	-1%	-0.4
Cc1cc(C(=O)N2CCN(c3ncccn3)CC2)sc1-c1ccccc1	8%	-8%	5%	5%	-4%	10%	.	3%	-0.1
Cc1nc2c(OCCN3C(=O)c4ccccc4C3=O)cccn2c1N(C)C(=O)CCC1CCCC1	-7%	-4%	-1%	2%	-3%	2%	0	-8%	0.9
CCOC(=O)/C(=C\c1ccc(Cl)cc1)c1nc2sc(C)c(C)c2c(=O)[nH]1	21%	-10%	-27%[57.1 µM]	-4%	7.5µM*	-46%[inhibitor]	-25	-54%[inhibitor]	-3.1

Looked up one by one from the entries so far (3):
SMILES	FUS yeast rescue	EPAC1 ag	WRN inhibitor	EPAC1 antag	PLK1 PBD inh	Abeta rescue	PI5P4Ka inh	aSyn yeast inh	IL2 activator
Cc1ccccc1NC(=O)Cc1nnc(NC(=O)Nc2ccccc2F)s1	5%	0%	-14%	4%	-7%	?	6	-3%	1.5
Cc1ccc(C2=NN(C(=O)CCC(=O)O)C(c3cn(-c4ccccc4)nc3-c3ccc(C)cc3)C2)cc1 (stereo not drawn)	9%	6%	?	-4%	?	9%	6	1%	0.4
O=C(O)CCCNC1=NCCC1	7%	-1%	1%	30%	-5%	5%	-1	0%	1.6

Carrying on.
SMILES	FUS yeast rescue	EPAC1 ag	WRN inhibitor	EPAC1 antag	PLK1 PBD inh	Abeta rescue	PI5P4Ka inh	aSyn yeast inh	IL2 activator
CCCCN(CC)Cc1c(O)ccc2c(-c3ccccc3)cc(=O)oc12	6%	9%	4%	9%	27µM*	2%	5	0%	-2.2
O=C(O)Cc1n[nH]c(=O)c2ccccc12	.	-19%	4%	9%	-1%	0%	5	6%	-0.7
CCC(C)N(C(=O)Cn1c(Cl)nc2c1c(=O)n(C)c(=O)n2C)C1CCS(=O)(=O)C1 (stereo not drawn)	.	8%	-15%	-2%	-3%	-12%	-4	0%	-1.8
COc1ccc(NC(=O)CSc2nccn2Cc2ccco2)cc1	.	4%	-34%	-6%	-4%	-12%	1	-2%	-4.0
Cc1cc(Cl)ccc1C(=O)C1CCCN(C(=O)c2cc(C(C)C)no2)C1 (stereo not drawn)	24%	12%	4%	2%	-14%	1%	-3	-2%	-1.9
O=C1C=C(/C=C/c2ccccc2)C[C@@H](c2ccc3c(c2)OCO3)C1	14%	5%	-3%	-3%	-12%	3%	-4	10%	-0.3
CCOC(=O)C1(Cc2cccc(F)c2)CCN(CCCn2cccn2)CC1	-30%	1%	0%	-3%	-5%	8%	-4	-1%	1.1
O=C(c1cc2cc(Cl)ccc2[nH]1)N1CCN(c2ccc(F)cc2)CC1	11%	5%	-1%	-4%	-11%	-11%	8	-1%	-0.8
CCOc1ccc(N(CC)S(=O)(=O)c2ccc3c(c2)n(C)c(=O)c(=O)n3C)cc1	5%	-3%	-3%	-27%	-19%	-9%	9	1%	-2.6
O=C(COC(=O)c1ccc(S(=O)(=O)N2CCCCC2)cc1)NCc1ccc(F)cc1	9%	5%	12%	-8%	-9%	15%	-5	-3%	-0.3
COc1ccc(N(C(=O)c2snc(C(N)=O)c2N)C(C(=O)NC2CCCC2)c2ccco2)c(OC)c1 (stereo not drawn)	10%	1%	-3%	-3%	-2%	-5%	-15	9%	2.3
COc1ccc(OC)c(NC(=O)COC(=O)c2ccc(S(=O)(=O)N3CCOCC3)cc2)c1	-33%	1%	8%	-7%	4%	-4%	-8	0%	1.6
CCOc1ccc(OCC)c(S(=O)(=O)N2CCCCC2C)c1 (stereo not drawn)	?	8%	1%	-10%	-10%	-5%	.	0%	-1.5
Cc1ccc(S(=O)(=O)[N-]c2nc3ccccc3nc2-n2cc[n+](Cc3ccccc3)c2)cc1	?	-1%	5%	-20%	-10%	3%	-7	-6%	-3.1
COc1ccccc1/C=C/C(=O)NCC(=O)N/N=C/c1ccc(C)o1	10%	4%	5%[57.1 µM]	-4%	6%	-8%	2	1%	-0.3
Cn1nnnc1SCc1nc2ccccc2s1	-1%	-1%	3%	-3%	-5%	-8%	3	-8%	-3.3
COCCn1c(SCc2ccccc2F)nc2ccccc2c1=O	7%	4%	-7%	-1%	5%	-1%	3	5%	-1.4
Cc1sc2nc(SCC(=O)N3CCOCC3)[nH]c(=O)c2c1C	-6%	2%	5%	-16%	-6%	-3%	5	-1%	-0.4
Fc1ccc(OCCOCCNCC2CCCO2)cc1 (stereo not drawn)	7%	-1%	-4%	-2%	-11%	-7%	0	-1%	-0.3
CS(=O)(=O)N(CC(=O)Nc1ccc(S(=O)(=O)N2CCCC2)cc1)c1cccc(F)c1	10%	8%	2%	-7%	-10%	-3%	2	-2%	-1.7

Screening data (PubChem)
